IMPase Li cell: cell-permeable IMPase inhibitors with lithium potentiation | CHO-M1 cells, IP1 TR-FRET (IP-One), carbachol + lithium | Potency, µM (doses to about 59.4 µM), for the others: at the top dose activity, negative = IMPase inhibition, hits mostly inhibitors | actives 0.35% (n = 210,000) | AID 1457;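 note: IP1 builds up when IMPase is blocked and the TR-FRET signal falls; potency is the fitted concentration of half-maximal effect; plate controls were basal vehicle for no effect and high inhibitor control for full effect; nearly all actives have a fitted effect of over 50% in size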
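Readout is a homogeneous TR-FRET IP1 immunoassay (Ex 320, Em 665 and 620), where raised cytosolic IP1 lowers signal. Cells were CHO-M1 treated 30 min at 37C with test compounds plus a little lithium; AC50 values came from Hill-equation fitting.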
NPSR antag: neuropeptide S receptor (human) antagonism, cAMP | Q6W5P4 | CHO-NPSR cells, cAMP TR-FRET, antagonist mode | Potency, µM (top dose mostly 38.3 µM), without a hit: at the top dose activity change, negative = inhibition, most hits filed as inhibitors | actives 1% (n = 220,000) | AID 1461; note: potency is the fitted concentration of half-maximal effect; % is set by controls: 0 for no effect and ±100 for the full control effect; nearly all actives have a fitted effect of over 50% in size; many of its hits are not listed in these tables
Target sequence (Q6W5P4 whole entry, looked up): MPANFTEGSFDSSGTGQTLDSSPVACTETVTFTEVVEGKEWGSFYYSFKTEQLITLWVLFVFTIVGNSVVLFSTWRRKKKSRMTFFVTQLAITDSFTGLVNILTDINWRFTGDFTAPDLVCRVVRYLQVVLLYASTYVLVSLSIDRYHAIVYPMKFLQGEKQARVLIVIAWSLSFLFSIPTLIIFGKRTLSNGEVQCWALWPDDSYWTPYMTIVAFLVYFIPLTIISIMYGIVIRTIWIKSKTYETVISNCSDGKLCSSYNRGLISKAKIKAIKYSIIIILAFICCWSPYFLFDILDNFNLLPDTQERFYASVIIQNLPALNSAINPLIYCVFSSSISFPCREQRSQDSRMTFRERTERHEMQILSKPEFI
CBFb-RUNX1 inh: CBF-beta/RUNX1 interaction disruption; Q01196+Q13951; AlphaScreen CBFb-His/RUNX1-biotin binding, biochemical; Potency, µM (titrated, usually from 59.8 µM), for the others: at the highest dose activity, negative = inhibition, usual class: inhibitors; 230,000 tested, under 10 active; AID 1477; note: % of control where 0% means no effect
Target sequence (Q01196 whole entry, looked up): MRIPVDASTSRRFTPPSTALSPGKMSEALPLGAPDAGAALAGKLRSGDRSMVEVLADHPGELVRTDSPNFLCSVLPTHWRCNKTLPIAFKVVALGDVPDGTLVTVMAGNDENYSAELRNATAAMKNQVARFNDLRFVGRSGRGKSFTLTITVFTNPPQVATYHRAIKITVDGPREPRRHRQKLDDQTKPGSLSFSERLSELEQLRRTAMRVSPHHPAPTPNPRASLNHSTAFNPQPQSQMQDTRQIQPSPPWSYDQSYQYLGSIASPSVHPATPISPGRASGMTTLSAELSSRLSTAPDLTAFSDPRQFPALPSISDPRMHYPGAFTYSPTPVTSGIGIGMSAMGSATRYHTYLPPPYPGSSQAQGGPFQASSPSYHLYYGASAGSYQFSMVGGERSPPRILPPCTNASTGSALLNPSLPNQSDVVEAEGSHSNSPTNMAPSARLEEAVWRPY
Target sequence (Q13951 whole entry, looked up): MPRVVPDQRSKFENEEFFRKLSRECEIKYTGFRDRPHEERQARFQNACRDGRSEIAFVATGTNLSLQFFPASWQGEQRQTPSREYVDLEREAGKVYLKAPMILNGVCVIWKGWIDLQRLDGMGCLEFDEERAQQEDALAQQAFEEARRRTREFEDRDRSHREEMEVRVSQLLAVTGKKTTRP
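Bead-based AlphaScreen assay; binding partners His-tagged CBF-beta and biotinylated RUNX1 at 30 nM each. Compound exposure 15 min after a 20-min protein preincubation; bead step 90 min; all steps at room temperature.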
HTT aggregate: reduces HttQ103-GFP aggregates in PC12 cells | PC12 HttQ103-GFP aggregates, Acumen cytometry, 40 h | Potency, µM (titrated, usually from 46.1 µM), for inactives: at the top dose activity change, negative = inhibition, usual class: inhibitors | actives 1.1% (n = 220,000) | AID 1688; note: potency is the fitted concentration of half-maximal effect; % is set by controls: 0 for no effect and ±100 for the full control effect; nearly all actives have a fitted effect of over 60% in size
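Huntingtin Q103 exon 1–GFP aggregates in induced PC12 cells (100 nM tebufenozide) were quantified by cytometry from lysates, with compounds dosed in titration.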
L3MBTL1 inh: inhibitors of human L3MBTL1. Potency, µM (doses to about 57.1 µM), inactives show at the top dose activity, negative = inhibition, hits mostly inhibitors. actives 0.66% (n = 230,000). Q9Y468. AlphaScreen L3MBTL1–H3K9me1 peptide binding; note: potency is the fitted concentration of half-maximal effect; % is set by controls: 0 for no effect and ±100 for the full control effect; nearly all actives have a fitted effect of over 60% in size
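L3MBTL1 50 nM + b-AHA-H3(1-15)K9me1 75 nM, 30 min RT; compound added, 30 min RT; streptavidin donor/Ni-chelate acceptor beads 10 ug/mL each final, 30 min RT dark; AlphaScreen read.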
KinaseGlo FLuc: Kinase-Glo luciferase inhibition (counter-screen); Q27757; AID 1379; Potency, µM (doses to about 38.3 µM), without a hit: at the highest dose activity change, negative = inhibition, hits mostly inhibitors; Kinase-Glo luciferase, ATP luminescence, 8 min; actives 0.28% (n = 200,000); note: potency is the fitted concentration of half-maximal effect; % is set by controls: 0 for no effect and ±100 for the full control effect; nearly all actives have a fitted effect of over 60% in size
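Recombinant Kinase-Glo luciferase, 10 uM ATP (linear range), luciferin; imidazole pH 7.2 / KCl / MgCl2 / Tween / BSA buffer; 8 min RT; luminescence.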
Epigenetic reg: epigenetic control regulation, reporter derepression | murine LDR cells, GFP reporter derepression, 30 h | Potency, µM (doses to about 53.9 µM), without a hit: at the top dose GFP activation, usual class: activators | actives 0.2% (n = 280,000) | AID 1865; note: potency is the fitted concentration of half-maximal effect; % of control where 0% means no effect; nearly all actives have a fitted effect of over 60% in size
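GFP-positive cell count by laser-scanning cytometry (objects 20–120 um) after 30 h, 37 C compound exposure of murine LDR cells; reporter is CMV-GFP integrated at a silenced locus, inducible by HDAC or DNMT inhibitors.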
* marks the source's active call; other numbers are inactive results; ? = inconclusive; . = not tested or not shown; & = joins results of further samples; [ ] = another dose, or the depositor's remark. Calls come from the whole dose curve; as a rule, active = well fitted curve in the direction sought with a large enough effect; inconclusive = small, poorly fitted or top-dose-only effect, or another doubt; inactive = no such curve, though single readings can be large; an effect the other way counts as inactive or inconclusive. Only part of the results is shown; rates above refer to the full screens.

smiles | IMPase Li cell | NPSR antag | CBFb-RUNX1 inh | HTT aggregate | L3MBTL1 inh | KinaseGlo FLuc | Epigenetic reg
COc1ccc2[nH]c(=O)c(-c3nnn(-c4ccccc4)n3)cc2c1 | 0% | -21% | 7% | 3%[9.22 µM] | 11% | . | -1.5%
O=C(Nc1cccc(C(F)(F)F)c1)c1cccc(NS(=O)(=O)c2ccc(Br)c(C(=O)O)c2)c1 | 0% | -1% | 0% | 0% | 4% | 2% | -3.4%
CCN(CC)c1nc(N)nc(N(c2ccccc2)c2ccccc2)n1 | 13%[38.3 µM] | -9%[46.1 µM] | -6% | 9% | . | -3% | 1.0%
CCN1CCN(Cc2c(O)ccc3c2O/C(=C\c2ccc(C)cc2)C3=O)CC1 | 2% | 10µM* | -2% | 13% | 5% | -2% | 1.1%
COc1cccc(N=Cc2nc(-c3ccccc3)oc2OC(C)=O)c1 | . | -6% | 6% | -4%[9.22 µM] | 10% | . | -0.7%
CC(=O)N1CCN(c2ccc(Nc3nc(C)nc4c3oc3ccccc34)cc2)CC1 | 18%[38.3 µM] | -17%[46.1 µM] | -11% | -4% | -7% | 13% | -5.6%
O=C1CC(N2CCN(C/C=C/c3ccccc3)CC2)C(=O)N1CCc1ccccc1 (stereo unspecified) | 5%[38.3 µM] | -5%[46.1 µM] | 6% | -25% | -1% | -1% | -1.2%
COc1ccc(NC(=O)C2CCCN(C(=O)NC3CCCCC3)C2)cc1OC (stereo unspecified) | -15%[38.3 µM] | -1%[46.1 µM] | -3% | 14% | 24% | -4% | 1.1%
CN(C)c1ccc(CN(C(=O)c2ccc(Cl)c([N+](=O)[O-])c2)C2CCS(=O)(=O)C2)cc1 (stereo unspecified) | . | -10% | -12% | -2%[9.22 µM] | -20% | . | -1.1%
O=C(Nc1ccc(NC(=O)c2cccs2)cn1)c1ccco1 | . | -13%[46.1 µM] | 3% | 17% | -4% | . | 0.0%
Cc1ccc(-c2cc(C(=O)N3CCCc4ccccc43)no2)cc1 | 18% | -26% | 27% | 10%[9.22 µM] | 27% | 1% | 0.6%
COC(=O)c1cccc(NC(=O)CN2CCOCC2)c1 | 8%[38.3 µM] | -3%[46.1 µM] | 3% | 11% | -2% | -3% | 0.0%
CCC(=O)c1ccc(OC(=O)c2cnccn2)cc1 | 12% | 6% | 7% | 20% | 3% | -1% | ?
COc1ccc(CCNC(=S)N2CCC(C(=O)c3ccc(F)cc3)CC2)cc1OC | 8% | -11% | -8% | ? | -24% | -5% | -0.2%
O=C(Nc1ccc(Oc2ccc(NC(=O)Nc3ccccc3Cl)cc2)cc1)Nc1ccccc1Cl | . | ? | 30% | -12%[9.22 µM] | 6% | . | 1.1%
Cc1ccc(S(=O)(=O)CCC(=O)NCCN2C(=O)S/C(=C/c3ccc(F)cc3)C2=O)cc1 | 4% | 25% | 1% | 11% | 5% | 0% | 2.1%
COc1cc(NC(=O)c2cccs2)c(C(=O)OCC(=O)NC(C)c2ccccc2)cc1OC (stereo unspecified) | 37%[activator][38.3 µM] | -22%[46.1 µM] | 9% | -29% | . | -2% | -1.4%
NC(=O)N/N=C\c1cc(Br)ccc1O | -9% | 35% | ? | 1% | 4% | -6% | -1.5%
Cc1cc(Cl)ccc1OCC(=O)OC(C)C(=O)NC(N)=O (stereo unspecified) | 3%[38.3 µM] | -15%[46.1 µM] | 11% | -4% | 27% | 0% | -2.4%
O=C(Cc1n[nH]c(=O)[nH]c1=O)N/N=C/c1c(O)ccc2ccccc12 | 0% | 9% | -5% | 7% | 0% | -1% | -5.1%
Cc1ccc(C2NNC(=O)C2NC(=O)c2ccccc2)cc1 (stereo unspecified) | 2%[38.3 µM] | -4%[46.1 µM] | 4% | 6% | . | -3% | 2.2%
COc1cc(/C=N/NC(=O)c2cccc(S(=O)(=O)N3CCOCC3)c2)cc(OC)c1O | 9% | -18% | 11% | 16% | -2% | 3% | 1.1%
CCCNC(=O)C1CCN(c2nc(C)cc(C)n2)CC1 | 10%[38.3 µM] | -4%[46.1 µM] | 0% | -2% | . | 0% | 1.9%
O=c1[nH]c(/C(Cl)=C/c2cc(Cl)ccc2O)nc2cc(Cl)ccc12 | 4% | -13% | -8% | ? | 5% | 0% | 0.0%
O=C(CSCc1cccc(CSCC(=O)Nc2ccc3ccccc3c2)n1)Nc1ccc2ccccc2c1 | 19%[38.3 µM] | -10%[46.1 µM] | -4% | 1%[9.22 µM] | . | 3% | -0.3%
Cc1ccc(Cn2ncc3c(N4CCN(c5ccc(C)cc5)CC4)ncnc32)cc1 | 32%[activator][38.3 µM] | -1%[46.1 µM] | 0% | ? | 4% | -1% | -1.0%
Cc1cc(Cl)ccc1NC(=O)NC1CCN(S(=O)(=O)c2ccc(F)cc2)CC1 | 34%[activator][38.3 µM] | -16%[46.1 µM] | 6% | ? | . | -3% | 2.6%
CC1CN(C(=O)/C=C/c2ccccc2[N+](=O)[O-])CC(C)O1 (stereo unspecified) | -3% | 2% | -1% | 2%[9.22 µM] | -1% | -3% | -3.2%
CCOc1ccc(C(CC(=O)O)NC(=O)c2ccco2)cc1 (stereo unspecified) | 3% | 4%[46.1 µM] | 1% | -19% | 48%[activator] | 1% | 1.0%
CC(C)(C)OC(=O)NCCCC[C@H](NC(=O)c1nc[nH]c1C(=O)N1CCN(C(=O)OC(C)(C)C)CC1)C(=O)OC(C)(C)C | 1% | 12% | 6% | -3%[9.22 µM] | 2% | . | 3.8%

Entries shown so far that contain a thiophene ring, fused or not (two):
smiles | IMPase Li cell | NPSR antag | CBFb-RUNX1 inh | HTT aggregate | L3MBTL1 inh | KinaseGlo FLuc | Epigenetic reg
O=C(Nc1ccc(NC(=O)c2cccs2)cn1)c1ccco1 | . | -13%[46.1 µM] | 3% | 17% | -4% | . | 0.0%
COc1cc(NC(=O)c2cccs2)c(C(=O)OCC(=O)NC(C)c2ccccc2)cc1OC (stereo unspecified) | 37%[activator][38.3 µM] | -22%[46.1 µM] | 9% | -29% | . | -2% | -1.4%

Carrying on.
smiles | IMPase Li cell | NPSR antag | CBFb-RUNX1 inh | HTT aggregate | L3MBTL1 inh | KinaseGlo FLuc | Epigenetic reg
Cc1noc(NC(=O)c2ccc(Cl)cc2)c1Cl | 7% | 1% | 5% | 2%[9.22 µM] | 6% | 2% | 1.1%
O=[N+]([O-])c1cccc(-c2nc(NCc3ccccc3)c3ccccc3n2)c1 | 15% | -53% | 3% | 19% | -8% | 1% | -6.1%
CCOC(=O)N1CCN(S(=O)(=O)c2ccc(OC)c(Cl)c2Cl)CC1 | 21%[38.3 µM] | -13%[46.1 µM] | 14% | 0% | -17%[11.4 µM] | 2% | -2.1%
Cc1ccccc1C(=O)NCCc1nnc(SCC(=O)Nc2nc(-c3ccccc3)cs2)n1C | 5% | -11% | -2% | -10% | 2% | 4% | 1.0%
Cc1cc(C)c2c(CN3CCN(C)CC3)cc(=O)oc2c1 | 21%[38.3 µM] | -13%[46.1 µM] | 8% | 27% | . | 0% | -1.0%
O=C(c1nn2c(C(F)(F)F)cc(-c3cccs3)nc2c1Br)N1CCCc2ccccc21 | 4% | -27% | 7% | ? | 4% | 1% | -1.1%
O=c1c(/C=C(\O)c2ccccc2)nc2ccccc2n1-c1ccccc1 | 35%[38.3 µM] | -16%[46.1 µM] | ? | -10% | . | 17% | ?
Fc1ccc(N2CCN(c3nc(-c4ccco4)cc(C(F)(F)F)n3)CC2)cc1 | -1%[38.3 µM] | -4%[46.1 µM] | 0% | -23% | 0% | -3% | -1.2%
COc1ccc(-n2nnnc2-c2ccccc2)cc1 | 30%[38.3 µM] | 2%[46.1 µM] | -2% | -16% | . | -2% | -4.1%
COc1cc(CN2CCCC(C(=O)c3ccc4c5c(cccc35)CC4)C2)cc(OC)c1O (stereo unspecified) | 19% | 30% | -20% | -3%[9.22 µM] | -13% | -9% | ?
CCCN(CCC)CC(O)COc1ccc2c(c1)OCO2 (stereo unspecified) | 2% | 10% | -1% | 20% | . | -2% | 1.5%
CCn1c(CNC(=O)C23CC4CC(CC(C4)C2)C3)nnc1SCC(=O)Nc1nnc(C)s1 | 1%[38.3 µM] | -10%[46.1 µM] | 1% | 14% | . | 1% | -2.5%
COc1cccc(/C=C2/SC(=S)N(CC(=O)Nc3nnc(C)s3)C2=O)c1 | 3% | -13% | 2%[2.36 µM] | 16% | 4% | 1% | -3.0%
COc1ccc(S(=O)(=O)N2CCC(C(=O)N3CCc4ccccc4C3)CC2)cc1 | -2%[38.3 µM] | -19%[46.1 µM] | -2% | -19% | -4% | 2% | -0.8%
Cc1cc(C)c2ccc(C)[n+]([O-])c2c1O | 4% | -7%[46.1 µM] | 5% | 9% | -2% | -1% | 0.0%
C/C(=N\NC(=O)CCC(=O)Nc1ccc(C)c(C)c1)c1cccs1 | -1% | 4% | -1% | . | 4% | -2% | 1.1%
O=C(NCC1CCCCC1)c1nnc(C(=O)NCC2CCCCC2)c2c1[nH]c1ccccc12 | 4% | . | -7% | . | . | 2% | 0.0%
COc1ccc(C(=O)Nc2c(Cl)cc(Cl)cc2C(=O)N2CCOCC2)cc1 | -4% | 3% | 10% | 20% | -2% | 1% | -1.8%
Cc1nc2cc(-c3ccccc3)nn2c(C)c1CCC(=O)N1CCN(c2ccccc2)CC1 | -2%[38.3 µM] | -17%[46.1 µM] | 1% | 3% | . | -1% | 2.2%&1.9%
O=C(NC(=O)c1ccc(F)cc1F)Nc1ccc(Cl)cc1 | . | 7% | 9% | 1%[9.22 µM] | . | . | -1.7%
N#Cc1cccc(NC(=O)COc2ccc(-n3ccnc3)cc2)c1 | 2%[38.3 µM] | -9%[46.1 µM] | -4% | 3% | -5% | -1% | -0.7%
CCOC(=O)Cc1csc(NC(=O)Cc2ccc(Br)cc2)n1 | . | -1% | -5% | 0%[9.22 µM] | 1% | . | 1.1%
Cc1n[nH]c(C)c1N1C(=O)c2cccc3c(Br)ccc(c23)C1=O | -6% | -14%[46.1 µM] | 15% | -10% | ? | -2% | 3.0%
CCc1c(C)nc(SCC(=O)N2CCc3ccccc32)[nH]c1=O | 9%[38.3 µM] | ? | 8% | ? | . | 7% | -1.0%
Cc1cc(/C(N)=N/OC(=O)Nc2ccc(Cl)cc2)no1 | . | 17% | 6% | -16%[9.22 µM] | . | . | -1.0%
CC(C)CCSc1nc2c(c(=O)[nH]c(=O)n2C)n1CCCc1ccccc1 | 8% | ? | 16% | -1% | -95% | 1% | -1.0%
CCOC(=O)N1CCN(Cc2nc(N)nc(Nc3ccc(Oc4ccccc4)cc3)n2)CC1 | 27%[38.3 µM] | -19%[46.1 µM] | -23% | -2% | ? | -4% | 0.0%
O=C(O)c1ccccc1NS(=O)(=O)c1ccccc1C(F)(F)F | 33%[38.3 µM] | -16%[46.1 µM] | ? | -7% | 0%[11.4 µM] | 0%&10% | -2.2%&-1.0%
